Glioma ERSR ind: induces the endoplasmic reticulum stress response in human glioma cells | U87-MG GRP78 promoter luciferase reporter, 16 h | Potency, µM, without a hit: at the highest dose activation, usual class: activators | 0.02% of 420,000 active | AID 602332; note: potency is the fitted concentration of half-maximal effect; series mostly up to about 76 µM; % of control where 0% means no effect; nearly all actives have a fitted effect of over 35% in size
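Stably transfected U87-MG glioma cells carrying a GRP78-based luciferase sensor; 16 h compound incubation. Luminescence end-point read 10 min after Bright-Glo addition at room temperature.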
D2 potentiator: D2 dopamine receptor (human) potentiation | potentiation, % at 10 µM | HEK293 T-REx D2, calcium flux, EC20 dopamine potentiation | 0.34% of 340,000 active;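 active = potentiation over 3 SD above the plate norm, cut at about 30% in these data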; note: 0% is about no effect
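Cells plated with tetracycline inducer and held overnight at 30 C; calcium dye loaded 30–90 min at room temperature; baseline taken, compound added and read 180 s; EC20 dopamine then added and read 180 s.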
D1 potentiator: enhances dopamine response at the human D1 receptor. potentiation, % at 10 µM. 0.036% of 360,000 active. P21728. AID 504651. HEK293 TREx D1 cells, calcium flux, dopamine EC20 potentiation; in the data active = potentiation above about 30%; note: 0% is about no effect
D1 antag: human D1 dopamine receptor antagonism; HEK293 TREx D1 cells, calcium flux, dopamine EC80; active compounds read low; activity change, negative = inhibition, % at 10 µM; 3.2% of 360,000 active; AID 504652; in the data active = activity change below about -30%; note: % is set by controls: 0 for no effect and ±100 for the full control effect
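Compound effects on dopamine-evoked calcium signalling were measured in tetracycline-induced HEK293 Trex D1 cells. Dopamine at EC80 followed a 180 s compound pre-read, and fluorescence was tracked kinetically for 180 s more.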
D1 ag: human D1 receptor agonism | P21728 | 1% of 360,000 active | activation, % at 2 µM | AID 504660 | HEK293 T-REx D1 cells, calcium flux, agonist mode; in the data active = activation above about 30%; note: 0% is about no effect
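Inducible HEK293 T-REx D1 cells, force-coupled to calcium signalling, were plated at 4000 cells/well with tetracycline and held overnight at 30 C. After no-wash calcium dye loading, compound-evoked calcium rise over 180 s flagged agonists.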
Vif-A3G inh: blocks the Vif interaction with human APOBEC3G; AID 602310; 0.076% of 410,000 active; Q9HC16; Potency, µM (titrated, usually from 46.1 µM), for the others: at the highest dose activity, negative = active, usual class: inhibitors; HeLa A3G-eYFP + Vif (tagged APOBEC3G with the HIV-1 protein that degrades it), YFP fluorescence, overnight;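 note: potency is the fitted concentration of half-maximal effect; % is set by controls: 0 for no effect and ±100 for the full control effect; nearly all actives have a fitted effect of over 60% in size; hits raise eYFP signal because A3G escapes Vif-driven loss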
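Read-out is eYFP fluorescence (Ex 488/Em 500-530) from Vif-expressing HeLa A3G-eYFP cells; more signal means A3G escaped Vif-mediated degradation. Cells plated overnight, compound pinned in, incubated overnight at 37 deg C.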
RXFP1 ag: agonists of human relaxin receptor RXFP1; HEK293T-RXFP1 cAMP TR-FRET, 30 min; response scale: percent of porcine relaxin response, buffer zero; Potency, µM (titrated, usually from 57.5 µM), for the others: top-dose activation, hits mostly activators; 0.3% of 370,000 active; AID 2676; note: potency is the fitted concentration of half-maximal effect; % is set by controls: 0 for no effect and ±100 for the full control effect; nearly all actives have a fitted effect of over 60% in size; many of its hits are not listed in these tables
Target sequence (Q9HBX9 whole entry, looked up): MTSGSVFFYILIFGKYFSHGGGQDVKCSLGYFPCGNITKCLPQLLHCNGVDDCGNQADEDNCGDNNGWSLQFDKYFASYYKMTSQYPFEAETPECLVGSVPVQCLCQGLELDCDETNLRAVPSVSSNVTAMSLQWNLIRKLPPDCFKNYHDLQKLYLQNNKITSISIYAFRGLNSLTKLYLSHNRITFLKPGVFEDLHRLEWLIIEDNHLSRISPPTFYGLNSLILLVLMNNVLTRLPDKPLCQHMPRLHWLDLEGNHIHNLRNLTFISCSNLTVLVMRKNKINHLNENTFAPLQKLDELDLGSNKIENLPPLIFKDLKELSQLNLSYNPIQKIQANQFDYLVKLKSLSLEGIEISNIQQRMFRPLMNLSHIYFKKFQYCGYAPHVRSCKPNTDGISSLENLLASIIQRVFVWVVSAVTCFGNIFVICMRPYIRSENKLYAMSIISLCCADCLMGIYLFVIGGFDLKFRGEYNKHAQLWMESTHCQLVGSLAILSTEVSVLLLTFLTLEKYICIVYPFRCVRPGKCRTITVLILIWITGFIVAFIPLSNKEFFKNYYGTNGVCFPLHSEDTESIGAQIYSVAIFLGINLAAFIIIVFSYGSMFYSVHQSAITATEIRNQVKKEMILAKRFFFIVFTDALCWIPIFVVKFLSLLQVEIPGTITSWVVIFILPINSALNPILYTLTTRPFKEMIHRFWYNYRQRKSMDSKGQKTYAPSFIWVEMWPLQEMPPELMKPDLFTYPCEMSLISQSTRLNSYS
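Agonist response is measured as cAMP accumulation in an RXFP1-transfected HEK293T line under PDE4 inhibition. Values are scaled between buffer-only and 29 nM porcine relaxin, and EC50s come from standard Hill equation fits.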
RXFP1 antag: RXFP1 (human) relaxin receptor antagonism; 0.59% of 350,000 active; Q9HBX9; activity change, negative = inhibition, % at 57.5 µM; HEK293-RXFP1, relaxin-stimulated cAMP HTRF, 30 min; active compounds read low;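 active = activity change of -60% or lower, but not beyond a set lower limit; inconclusive = change between -60% and -40%, or beyond the set limit; inactive = change above -40%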; note: % is set by controls: 0 for no effect and ±100 for the full control effect
Vif-A3F inh: blocks the Vif interaction with APOBEC3F; 0.2% of 390,000 active; HeLa A3F-eYFP + Vif (tagged APOBEC3F with the HIV-1 protein that degrades it), YFP fluorescence increase; Potency, µM (series often up to 46.1 µM), for the others: at the highest dose activity, negative = active; note: potency is the fitted concentration of half-maximal effect; % of control where 0% means no effect; nearly all actives have a fitted effect of over 65% in size
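HeLa cells stably expressing A3F-eYFP plus Vif, plated and incubated overnight at 37 deg C, then exposed to compounds overnight at 37 deg C. Blocked degradation read as raised yellow fluorescence (Ex 488/Em 500-530).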
Active calls of the source: *; ? = inconclusive; . = no result given. Unless noted, calls come from the whole dose curve; as a rule, active = well fitted curve in the direction sought with a large enough effect; inconclusive = small, poorly fitted or top-dose-only effect, or another doubt; inactive = no such curve, though single readings can be large; an effect the other way counts as inactive or inconclusive. An excerpt (hit frequency here may not be typical).

SMILES	Glioma ERSR ind	D2 potentiator	D1 potentiator	D1 antag	D1 ag	Vif-A3G inh	RXFP1 ag	RXFP1 antag	Vif-A3F inh
Cc1ccc2ncc(C(=O)Nc3ccc(OC(F)(F)F)cc3)c(=O)n2c1	-2%	5	-4	0	2	3%	-0.6%	4	-4%
Cc1ccc(Cl)cc1NC(=O)Cn1c(=O)n(CCC(=O)N2CCc3ccccc3C2)c(=O)c2ccccc21	-3%	18	4	3	-3	0%	-11%	.	0%
CN1CCN(CP(=O)(N2CCOCC2)N2CCOCC2)CC1	-4%	2	-2	7	0	4%	0.1%	-13	-18%
COc1cccc(-c2nc3n(n2)C(c2ccccc2Cl)C(C(N)=O)=C(C)N3)c1 (stereo not given)	0%	-16	4	-6	-1	-2%	-1.1%	-5	-4%
CCOC(=O)c1sc(NC(=O)c2cc3n(n2)C(C(F)(F)F)CC(c2cccs2)N3)c(C(=O)OCC)c1C (stereo not given)	-7%	0	-6	1	0	-1%	0.3%	-9	-5%
Cc1ccc(C(=O)c2cc([N+](=O)[O-])ccc2N2CCCCC2)c(C)c1	-6%	-10	-9	-6	1	-31%	-0.3%	1	0%
CN(C)C(=S)Nc1ccc([N+](=O)[O-])cc1	-4%	-5	-7	-19	5	-3%	3.5%	8	-18%
Cn1cc[n+](C)c1COc1ccc(C=O)cc1	-2%	-2	3	-2	1	3%	0.6%	1	-5%
COc1ccccc1C(=O)Nc1ccnn1C1CCN(CCC(C)c2ccc(C)o2)CC1 (stereo not given)	1%	-15	0	-2	10	-1%	3.8%	-1	2%
CN(C)c1ccc(C(CNS(=O)(=O)c2ccc3ccccc3c2)c2c[nH]c3ccccc23)cc1 (stereo not given)	4%	4	0	-2	0	-2%	3.8%	-19	0%
COc1ccc(C(=O)C2CCCN(Cc3cccn3-c3cccnc3)C2)cc1OC (stereo not given)	-4%	3	0	-1	2	-6%	-1.0%	-9	-2%
CNc1cc(C(F)(F)F)nc(-c2ccccn2)n1	0%	1	0	-12	1	0%	-0.9%	-4	3%
COc1cccc(C(=O)NNC(=O)C(=O)Nc2cccc3ccccc23)c1	-1%	0	.	19	13	-1%	-1.1%	-25	17%
C=C(C)C1CC=C(C)/C(=N/Nc2ccccc2[N+](=O)[O-])C1 (stereo not given)	-4%	-2	2	-9	2	2%	3.8%	9	1%
Cc1cc2oc(C(=O)NCc3ccc4c(c3)OCO4)c(C)c2cc1C	-4%	1	-2	-6	8	-6%	1.0%	-6	.
Cc1cc(C)nc(NC(=O)c2cc3ccccc3o2)n1	-2%	-2	-5	19	2	-1%	3.0%	20	1%
COC(=O)c1cc(Br)c(=O)n(CCc2ccc(O)cc2)c1	-4%	10	-2	10	0	-6%	2.1%	4	6%
Cc1cc(=O)n2[nH]c(CCC(=O)O)nc2n1	-3%	-4	1	-2	3	-2%	4.3%	-9	1%
O=c1[nH]c(=S)n(-c2cccc(C(F)(F)F)c2)c(O)c1C=NCCN1CCNCC1	-2%	10	1	17	1	-6%	0.1%	-2	-20%
COCCCNCCOc1ccccc1-c1ccccc1	-5%	-33	-9	-44*	14	0%	1.3%	-7	?
COc1ccc(S(=O)(=O)N2CCN(C)CC2)c2ccccc12	-4%	4	-3	-21	-2	1%	1.1%	-8	2%
COc1ccccc1CNC(=O)C(=O)NCC1OCCN1S(=O)(=O)c1cccs1 (stereo not given)	0%	-6	-4	-20	1	0%	-0.4%	5	-7%
Cc1ccc(NS(=O)(=O)c2cc(Br)cc3c2N(C(=O)C2CC2)CC3)cc1C	-4%	-8	-3	-23	4	-24%	0.2%	-30	-3%
Cc1ccc(C(=O)N2CCN(c3ccc(NC(=O)Cc4ccccc4)cc3)CC2)cc1	-1%	6	-5	-24	0	1%	1.1%	-18	1%
CCOC(=O)C(C)Sc1cc(CS(=O)(=O)c2ccccc2)nc(-c2ccccc2)n1 (stereo not given)	-1%	11	-3	16	6	3%	-1.8%	4	5%
OCCN1CCN(c2ncnc3sc(-c4ccccc4)cc23)CC1	-3%	-6	-2	-7	0	0%	8.5%	-3	11%
CCn1c(Cc2ccccc2)nnc1SCc1ccc([N+](=O)[O-])cc1	-1%	4	-8	0	-1	0%	0.4%	-1	0%
NC(=O)C1=C[C@H](c2ccc(C(F)(F)F)cc2)C[C@H](OCCCCO)O1	-2%	4	-3	-21	-2	0%	3.4%	.	5%
Cc1ccc(NC(=O)CSCC(=O)Nc2cc(Cl)ccc2N2CCOCC2)cc1	-5%	-7	-6	-6	1	1%	-0.2%	-1	0%
CCCCCCCC(=O)NN1CCOCC1	0%	3	0	-4	0	-4%	0.6%	-15	-3%
CCOC(=O)c1ccc(-c2ccc(/C=N/NC(=O)CN(c3ccccc3Cl)S(C)(=O)=O)o2)cc1	-1%	.	1	6	6	9%	-0.3%	-12	5%
CCCCCC(=O)Nc1ccc(S(=O)(=O)NC2=NCCCCC2)cc1	0%	4	-3	-13	1	-1%	0.1%	3	3%
CC(C)CN(C(=O)COc1ccc(C(C)(C)C)cc1)C1CCS(=O)(=O)C1 (stereo not given)	-5%	3	-9	19	5	3%	-0.1%	-3	2%
Cc1cccc(-c2noc(CNS(=O)(=O)c3ccccc3)n2)c1	?	0	2	3	8	-1%	-0.6%	2	-12%
CCOC(=O)N1CCN(S(=O)(=O)c2cc(Br)cc3c2N(C(C)=O)C(C)C3)CC1 (stereo not given)	-3%	3	-2	-25	0	-2%	-0.3%	8	-1%
Cc1ccc(NC(=O)CS(=O)(=O)c2cn(CC(=O)N3CCOCC3)c3ccccc23)cc1	3%	4	1	-4	6	0%	-1.0%	-7	-2%
O=C(Nc1ccccc1Cl)c1csc(-c2cccnc2)n1	1%	1	-1	-5	2	1%	0.3%	-3	13%
CCCCn1c(N)c(N(CCC(C)C)C(=O)Cc2ccc(S(=O)(=O)N3CCOCC3)s2)c(=O)[nH]c1=O	-3%	21	-6	-2	4	0%	1.1%	-11	4%
Cc1ccc(C(=O)N/N=C/c2ccc3c(c2)OCO3)o1	3%	5	0	3	4	0%	0.0%	5	2%
Cc1cc(-c2ccccc2C(=O)Nc2ccccc2O)on1	2%	5	-5	-4	0	-9%	5.0%	-2	5%
CCOC(=O)C(=CNNc1ccsc1C(=O)OC)C(=O)OCC	-1%	14	3	12	1	-4%	0.7%	6	4%
CCCCOC(=O)CSC1=C(C#N)C(c2ccccc2OC)C(C#N)C(=O)N1 (stereo not given)	-3%	-4	0	-17	-2	1%	1.3%	5	3%
CCN(CC)S(=O)(=O)c1ccc2oc(SCC(=O)Nc3cc(C)on3)nc2c1	-3%	-7	-7	-7	0	1%	3.3%	5	0%
COc1ccc(Cl)cc1N1C(=NC(=O)C2CCCO2)SC2CS(=O)(=O)CC21 (stereo not given)	-7%	6	-2	25	10	-6%	0.7%	-5	-2%
Cc1ccc(NC(=O)C2CCN(C(=O)c3ccco3)CC2)cc1	2%	.	0	-15	-1	2%	3.2%	1	-6%
CCN1C(=O)S/C(=C/c2cn(C)c3ccccc23)C1=O	2%	17	-1	8	3	1%	-4.8%	2	-2%
COc1cc(NC(=O)CCCn2c(=O)oc3ccccc32)cc(OC)c1	-3%	.	.	.	.	1%	.	-5	-1%
O=C(CCCNS(=O)(=O)c1cccc2nsnc12)NCCc1ccccc1	-2%	.	0	-22	4	-11%	-0.1%	-13	-4%
CCOC(=O)C1CCN(C(=O)c2ccc(OC3CCN(C(=O)COC)CC3)cc2)CC1	4%	10	-5	1	1	1%	0.7%	-2	1%
O=C(Nc1ccc(Cl)cn1)c1ccc2nccnc2c1	6%	4	0	-3	3	-32%	19%	1	3%
O=C(Cc1cccs1)Nc1ccc(F)cc1F	-1%	5	-5	2	4	-8%	0.0%	8	1%
COc1ccc2c(CC(=O)Nc3c(C)n(C)n(-c4ccccc4)c3=O)coc2c1	-1%	7	6	-6	1	1%	0.0%	-11	-4%
Cc1ccc(C(=O)N[C@@H](Cc2ccccc2)C(=O)N2CCC3(CC2)NCCc2[nH]cnc23)cc1C	-4%	.	1	3	-1	-6%	1.6%	-18	7%
CC(C)CC(c1nnnn1Cc1ccco1)N1CCN(C2CCCC2)CC1 (stereo not given)	-4%	-3	-1	-1	3	1%	0.7%	9	-7%
CC1(C)NC(=O)N(CC(=O)N2CCN(c3ccc([N+](=O)[O-])cc3)CC2)C1=O	-2%	1	0	6	1	3%	1.3%	-2	9%
Cc1ccc2oc(C(=O)Nc3ccc(S(=O)(=O)Nc4ncccn4)cc3)cc(=O)c2c1	-2%	.	-2	0	1	-2%	-1.6%	-11	-2%
COC(=O)c1cc(NS(=O)(=O)c2ccc(N3CCOCC3)c([N+](=O)[O-])c2)cc(C(=O)OC)c1	-3%	11	-8	11	0	1%	3.0%	4	-6%
COc1cc(C=Nc2cccc([N+](=O)[O-])c2C)ccc1OC(C)=O	-4%	-1	1	-7	3	1%	2.6%	2	-8%
COc1ccc(F)cc1S(=O)(=O)NCC(c1ccco1)S(=O)(=O)c1ccc(F)cc1 (stereo not given)	-1%	5	4	.	2	10%	10%	-10	1%
Cc1ccccc1C(=O)NCCCc1ccccc1	5%	2	0	2	0	-4%	3.4%	12	0%

Ordered by count of non-hydrogen atoms (lowest first): some entries from above.
SMILES	Glioma ERSR ind	D2 potentiator	D1 potentiator	D1 antag	D1 ag	Vif-A3G inh	RXFP1 ag	RXFP1 antag	Vif-A3F inh
CNc1cc(C(F)(F)F)nc(-c2ccccn2)n1	0%	1	0	-12	1	0%	-0.9%	-4	3%
Cc1ccccc1C(=O)NCCCc1ccccc1	5%	2	0	2	0	-4%	3.4%	12	0%
CCn1c(Cc2ccccc2)nnc1SCc1ccc([N+](=O)[O-])cc1	-1%	4	-8	0	-1	0%	0.4%	-1	0%
COc1cccc(-c2nc3n(n2)C(c2ccccc2Cl)C(C(N)=O)=C(C)N3)c1 (stereo not given)	0%	-16	4	-6	-1	-2%	-1.1%	-5	-4%
CCOC(=O)C(C)Sc1cc(CS(=O)(=O)c2ccccc2)nc(-c2ccccc2)n1 (stereo not given)	-1%	11	-3	16	6	3%	-1.8%	4	5%
CCOC(=O)c1sc(NC(=O)c2cc3n(n2)C(C(F)(F)F)CC(c2cccs2)N3)c(C(=O)OCC)c1C (stereo not given)	-7%	0	-6	1	0	-1%	0.3%	-9	-5%
